BCLXL inh = inhibitors of human Bcl-xL; GST-Bcl-xL / FITC-Bim BH3 peptide fluorescence polarization; inhibition, % at 10.9 µM; 320,000 compounds, 0.7% hits;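 active means inhibition above the mean of all tested compounds plus 3 SD, cutoff set per campaign, cut at about 30% in these data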;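 further: 0% = DMSO wells and 100% = unlabeled Bim-BH3 peptide competitor; inhibitors lower millipolarization by displacing the labeled peptide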
AHR activator = human AHR activation. P35869. AHR-responsive luciferase reporter cells, luminescence. activation, % at 5 µM. 320,000 compounds, 2.5% hits. AID 2796; in the data active means activation above about 47%;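 further: 0% = vehicle wells and 100% = reference agonist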
Target sequence (P35869 whole entry, looked up): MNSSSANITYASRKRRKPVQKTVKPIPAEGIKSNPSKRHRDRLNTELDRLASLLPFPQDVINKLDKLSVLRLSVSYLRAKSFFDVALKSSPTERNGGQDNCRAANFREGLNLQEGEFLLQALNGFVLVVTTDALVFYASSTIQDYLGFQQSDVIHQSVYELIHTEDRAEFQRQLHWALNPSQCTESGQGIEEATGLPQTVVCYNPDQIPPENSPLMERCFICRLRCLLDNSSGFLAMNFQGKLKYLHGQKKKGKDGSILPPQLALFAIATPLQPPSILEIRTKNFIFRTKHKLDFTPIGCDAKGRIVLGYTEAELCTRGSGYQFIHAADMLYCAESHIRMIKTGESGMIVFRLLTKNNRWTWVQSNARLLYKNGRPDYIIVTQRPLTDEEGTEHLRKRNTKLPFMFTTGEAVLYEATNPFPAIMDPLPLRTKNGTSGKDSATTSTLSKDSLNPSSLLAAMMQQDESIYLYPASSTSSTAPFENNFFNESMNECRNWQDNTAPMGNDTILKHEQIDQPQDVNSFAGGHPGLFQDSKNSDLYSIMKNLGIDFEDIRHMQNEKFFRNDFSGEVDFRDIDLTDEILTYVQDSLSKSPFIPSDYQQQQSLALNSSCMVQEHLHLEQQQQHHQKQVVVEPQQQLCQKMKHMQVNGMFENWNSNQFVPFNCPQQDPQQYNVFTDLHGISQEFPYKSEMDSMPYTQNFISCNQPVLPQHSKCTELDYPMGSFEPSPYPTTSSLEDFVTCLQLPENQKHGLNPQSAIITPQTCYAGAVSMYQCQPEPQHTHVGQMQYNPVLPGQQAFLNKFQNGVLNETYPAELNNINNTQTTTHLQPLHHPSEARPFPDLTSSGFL
MCL1 BIM primary = disrupts human MCL1 binding to BIM-BH3 peptide; Q07820; GST-MCL1 / FITC-Bim-BH3 fluorescence polarization; inhibition, % at 10.9 µM; 320,000 compounds, 0.68% hits;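 active means inhibition above the mean inhibition of all tested compounds plus 3 SD, set per campaign, cut at about 40% in these data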;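 further: 0% = DMSO wells and 100% = unlabeled Bim-BH3 peptide control; higher means more loss of mP so more displacement of Bim peptide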
MEX-5 binding = C. elegans MEX-5 TCR-2 RNA binding activity; Q9XUB2; MEX-5/FITC-TCR2 RNA binding, fluorescence polarization; stronger effect = lower value; activity score (negative = inhibition of binding), % at 10 µM; 300,000 compounds, 0.38% hits; AID 1832;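 active means inhibition past about -25% in most replicates, and total fluorescence under double the plate's negative control median, limit read from the data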;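 further: 0% = DMSO and -100% = 5 µM competing unlabeled TCR2 RNA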
PME-1 inh = blocks human protein phosphatase methylesterase 1; Q9Y570; recombinant PME-1, FP-Rh probe fluorescence polarization; inhibition, % at 5.9 µM; 320,000 compounds, 0.53% hits; AID 2130;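 active means inhibition above the campaign mean of all compounds plus 3 SD, cut at about 26% in these data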;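 further: competitive labeling of PME-1 active site by serine hydrolase directed probe; 0% = PME-1 with DMSO and 100% = wells lacking PME-1 enzyme; inhibitors block probe labeling so polarization falls and inhibition rises; many of its hits are not listed in these tables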
PAFAH1B2 FP inh = inhibitors of human PAFAH1B2; AID 492953; P68402; inhibition, % at 3.39 µM; recombinant PAFAH1B2, FP-rhodamine activity probe, fluorescence polarization; 340,000 compounds, 1.2% hits;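 active means inhibition above the mean of all tested compounds plus 3 SD, cut at about 24% in these data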;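 further: 0% = enzyme with DMSO and 100% = wells lacking PAFAH1B2; many of its hits are not listed in these tables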
pPAFAH inh = pPAFAH (human) enzyme inhibition. Q13093. recombinant pPAFAH, FP-rhodamine probe fluorescence polarization. inhibition, % at 3.39 µM. 330,000 compounds, 1.5% hits. AID 463082;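 active means inhibition above the mean inhibition across the screen plus 3 SD, cut at about 25% in these data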;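 further: inhibitors block binding of the rhodamine activity-based probe so polarization drops; 0% = enzyme with DMSO and 100% = wells lacking pPAFAH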
Fam108B inh = Fam108B inhibition, counter-screen for RBBP9 inhibitors; inhibition, % at 9.51 µM; 300,000 compounds, 0.33% hits; recombinant Fam108B, FP-Rh probe fluorescence polarization;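 active means inhibition above the screen mean inhibition plus 3 SD, computed separately per campaign, cut at about 18% in these data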;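 further: inhibitors lower polarization as less probe binds the enzyme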
GLD-1 RNA inh = GLD-1-TGE RNA interaction inhibition (C. elegans) | purified GLD-1 + fluorescein TGE RNA, fluorescence polarization | inhibition, % at 5.96 µM | Q17339 | 320,000 compounds, 0.44% hits | AID 2280;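 active means percent inhibition above a per-plate cutoff, the plate mean of test compounds plus 3 SD, cut at about 30% in these data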;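 further: 0% = DMSO wells with GLD-1 and probe and 100% = wells lacking GLD-1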
An asterisk follows results filed as active; . = not tested or not shown. An excerpt; count on the stated rates, not on these rows.

The line under a structure holds: BCLXL inh, AHR activator, MCL1 BIM primary, MEX-5 binding, PME-1 inh, PAFAH1B2 FP inh, pPAFAH inh, Fam108B inh, GLD-1 RNA inh
1) COc1ccc(S(N)(=O)=O)cc1C(=O)NCCCN1CCN(c2ccc(C)cc2)CC1
  0, -1, 4, 1.5, 0, 3, -1, 2, 1
2) COCCCNC(=O)/C(C#N)=C/c1cccc(NC(=O)c2ccccc2Cl)c1
  4, 12, -7, 0.0, -1, -1, 5, -1, -6
3) Cc1cc2c3c(ccc(C)c3n1)N=CN2c1ccccc1
  8, 17, 2, -0.8, 2, 9, 5, 2, -4
4) CSCC[C@H](NC(=O)[C@@H]1CSC2c3ccccc3C(=O)N21)C(=O)NCc1ccco1 (some centres not stated)
  6, 4, -5, 0.7, 5, 8, 1, 3, -6
5) CCOc1ccccc1/C=C/C(=O)c1ccc(Cl)cc1
  1, 70*, -2, -1.0, -4, 4, -1, 5, 5
6) COc1ccc2ccccc2c1C(=O)/C=C\c1ccoc1
  7, 13, 9, -1.6, -2, 1, 27*, -1, 2
7) Cc1ccc(C(=O)C2OC(=O)C(C)(C)C(=O)C2(C)C)cc1 (configuration not stated)
  -1, 3, -3, -2.8, 2, -4, 2, 2, 0
8) Cc1ccc(S(=O)(=O)N(C)C)cc1NC(=O)c1ccccc1SCC(=O)N1CCCC1
  -2, 1, -1, ., 4, 2, 4, ., 6
9) O=C(NCc1ccccc1)C(c1ccccc1F)N(C(=O)c1csnn1)C1CCCC1 (configuration not stated)
  0, -1, 2, 0.2, -1, 4, 6, 4, 8
10) CCOc1ccc(NC(=S)N(CCOC)C(C)c2cccnc2)cc1 (configuration not stated)
  -1, 0, 0, -1.2, -1, 3, 0, 13, -6
11) CCC1C(=O)N=C(SCC(=O)Nc2ccc(S(N)(=O)=O)cc2)NC1=O (configuration not stated)
  5, 2, 7, -2.2, -9, -2, -2, -1, -2
12) O=C(Nc1cccc(F)c1)N1CCN(C(=O)c2ccco2)CC1
  2, -10, 6, -3.2, 7, 1, -2, 7, 1
13) O=C1C=C(NCC2CCCO2)C2(CCCCC2)O1 (configuration not stated)
  0, 0, -14, ., 3, 5, -1, 3, 6
14) CCOC(=O)C1(CCOC)CCN(C(=O)c2ccc(CSC)o2)CC1
  3, 1, 2, -1.5, 4, -2, 2, 1, 4
15) O=C(Nc1ccccn1)C1CCN(S(=O)(=O)c2ccccc2)CC1
  3, 0, -2, ., 0, 2, -2, ., 12
16) CCOc1ccc(-c2ccc(NS(=O)(=O)c3ccc([N+](=O)[O-])cc3)cc2)nn1
  3, 5, -2, 0.7, -3, 2, 7, 4, 5
17) CC1=C(C(=O)OCCc2ccccc2)C(c2ccsc2)NC(=O)N1C (configuration not stated)
  4, -2, 4, 2.4, 2, 68*, 28*, 2, -4
18) COC(=O)c1c(C)cc(C)n2c1nc1ccccc12
  -2, 34, 0, 2.4, -2, -2, 4, -10, -5
19) CCOC(=O)c1cc(-c2ccc(F)cc2)n(CC(=O)NCc2cccnc2)c1C
  6, 5, 1, -2.6, 4, 7, 6, -2, 3
20) O=C(CCN1C(=O)/C(=C\c2ccccc2)SC1=S)NNC(=O)c1cccnc1
  2, -2, 7, -1.0, -1, 3, 4, 3, 6
21) CCOC(=O)c1[nH]c(C)c(C(=O)N(C)C)c1C
  7, 1, 10, 2.7, 1, 1, 3, -5, 4
22) Cc1ccc(-c2ccnc3cc(C)nn23)cc1
  5, 5, 3, -1.7, -1, -2, 2, 0, -6
23) CCCCCCCCCCCNC(=O)c1ccoc1C
  0, 1, -6, -2.1, 0, 8, 12, -7, 0
24) COc1ccc(CNC(=O)COC(=O)CCN2C(=O)C3CC=CCC3C2=O)cc1OC (configuration not stated)
  -3, -1, -4, ., 4, -2, 1, ., 7
25) COc1cc(C(=O)NCC(=O)OCC(=O)Nc2ncc(Cl)cc2Cl)cc(OC)c1OC
  1, -1, 2, -6.0, -1, 8, 4, -2, 3
26) Cc1ccc2[nH]c3c(=O)n(CC(=O)N4CC(C)CC(C)C4)ncc3c2c1 (configuration not stated)
  8, 46, 6, -0.3, 0, 3, -5, -2, -1
27) CCOC(=O)C1(CC2CCCCO2)CCN(Cc2c(C)cc(C)cc2-n2cccn2)CC1 (configuration not stated)
  4, 3, 7, -2.7, 0, 2, 8, 2, -2
28) O=C(COC(=O)C1CCCCC1C(=O)N1CCc2ccccc21)NCc1ccco1 (configuration not stated)
  8, 3, 17, -3.8, 10, 2, 16, 0, 7
29) Cc1ccc(OCC(=O)O/N=C(\N)c2ccccn2)cc1
  1, 2, 1, 0.4, -1, 9, 2, 1, -3
30) CCN(CC)/C(=N\S(=O)(=O)c1ccc(F)cc1)c1ccccc1
  7, 1, 3, -0.5, 1, 0, -1, -1, 5
31) Cc1nc2ccccc2nc1NS(=O)(=O)c1ccc(N)cc1
  2, 20, 2, -0.3, -6, 5, -1, -2, 3
32) C=C(C)c1cccc(C(C)(C)NC(=O)Nn2cnnc2)c1
  5, 0, 1, -2.9, 4, -4, 6, -2, 3
33) CCOC(=O)c1c(NC(=O)c2ccccc2C(=O)O)sc2c1CCCC2
  7, 4, -6, 2.7, 10, 1, -4, 3, 3
34) Cc1cc(C)n2c(SCC(=O)NC3CCCC(C)C3C)nnc2n1 (configuration not stated)
  1, -3, 7, -0.6, 0, 2, 2, 4, 1
35) CN1CCN(C(=O)c2ccccc2N(Cc2ccccc2)S(=O)(=O)c2ccccc2)CC1
  5, 1, 8, ., 0, 1, 1, -4, 9
36) Cc1ccc(NS(=O)(=O)c2cc(C(N)=O)ccc2C)cc1
  4, 0, 1, 1.4, 5, 0, 9, 2, 11
37) CC(C)c1ccc(Nc2nc(Cl)nc(Cl)n2)cc1
  0, 3, 6, -1.4, -3, 7, 2, 0, -7
38) C#CCN(C(=O)CC1C(=O)NCCN1C/C=C/c1ccccc1)C1CCCCC1 (configuration not stated)
  8, 0, 5, -2.9, -5, 4, 4, 0, 4
39) CC(C)OC(=O)c1cccc(C(=O)Oc2ccc(Br)cc2)n1
  1, 2, 2, 1.5, 1, 7, -1, 3, -4
40) CCc1ccc(NC(=O)CSc2nnc(Cn3c(=O)sc4ccccc43)n2C)cc1
  1, 78*, 1, ., -3, 9, -6, -3, 4
41) CCOC(=O)C1(Cc2cccc(OC)c2)CCN(Cc2ccccc2OC)CC1
  5, 4, 7, 1.7, -3, -4, -2, 9, -6
42) CCOc1ccc(C(=O)C(C)OC(=O)c2nc(Cl)ccc2Cl)cc1 (configuration not stated)
  -6, 1, -4, -0.5, -2, 1, -3, 4, 8
43) Cc1[nH]nc(N=Cc2c(O)n(C)c(=O)n(C)c2=O)c1-c1ccccc1
  7, 0, 3, 1.1, 4, ., 4, 3, 6
44) CCOC(=O)C1=NOC(CNC(=O)c2ccccc2Cl)C1 (configuration not stated)
  0, -4, -4, 0.0, -3, 6, -1, -1, -4
45) O=C(C(Sc1ccccc1)c1ccccc1)N1CCN(c2ccccc2)CC1 (configuration not stated)
  4, -1, 5, -0.8, 0, 1, 11, 1, 2
46) COC(=O)c1c(C)[nH]c(C)c1C(=O)c1ccccc1Cc1ccccc1
  2, 25, -6, 1.9, -4, 6, 3, -4, -2
47) COc1cc(-c2nc(C(=O)NCC3CCCO3)cc3c2[nH]c2ccccc23)cc(OC)c1OC (configuration not stated)
  -2, 2, 1, 0.8, -5, 2, 8, -6, 12
48) COCCNC(=O)c1ccc2c(c1)nc(C)n2-c1cccc(Cl)c1
  1, -1, -1, -1.2, 3, 7, 10, -2, 4
49) OC(COc1ccc(Cl)cc1Cl)Cn1ccnc1 (configuration not stated)
  -1, 47*, 1, 2.3, 2, 2, 3, -4, 3
50) Clc1nc(NCc2cccnc2)nc(N2CCOCC2)n1
  13, 43, 5, -6.5, 1, 1, -2, 1, 1
51) COc1cc(/C=N/Nc2nc(Nc3ccc(C)cc3)nc(-n3nc(C)cc3C)n2)cc(OC)c1OC
  6, 33, 8, 0.7, -2, 5, 11, 2, 1
52) CCOc1ccc(-c2csc3nc[nH]c(=O)c23)cc1
  4, 22, 8, -2.8, -3, 3, 0, 0, 1
53) CCOC(=O)c1cc(-c2ccccc2)nc2c1c(C)nn2-c1ccccn1
  4, 3, 9, -0.2, -1, -6, 6, -3, -5
54) Cc1c(CN2CCC(C(=O)Nc3cccc(-c4cccc(Cl)c4)c3)CC2)cnn1C
  4, 4, 3, 3.7, -2, 4, 3, -4, 1
55) COc1ccc(NC(=O)c2sc3cc(C(F)(F)F)cnc3c2-c2cccs2)cc1
  4, 13, -4, 0.7, 0, 2, 3, -3, 2
56) COc1ccc(OC)c(NC(=O)CC(Cc2ccccc2OC)C(=O)O)c1 (configuration not stated)
  6, -4, 3, -2.0, -3, 3, 7, 1, 1
57) CCOc1ccc(C2/C(=C(\O)c3c(C)[nH]c(C(=O)OC)c3C)C(=O)C(=O)N2CCN(C)C)cc1 (configuration not stated)
  -1, 4, 1, ., -2, 3, -4, 4, 3
58) COC(=O)c1c(C)n(-c2ccc(OC)cc2)c2ccc(O)cc12
  14, -3, 15, -0.4, 4, 7, 9, 6, 7
59) Cc1ccnc(NC(=O)CNC(=O)c2ccccc2)c1
  -2, 2, 6, -0.4, 2, 4, 0, 3, 2
60) Cc1cccc2cc(COC(=O)C(C)C)c(=O)[nH]c12
  3, 1, 6, -0.4, 2, 3, 1, 5, 3

(more compounds)
The line under a structure holds: BCLXL inh, AHR activator, MCL1 BIM primary, MEX-5 binding, PME-1 inh, PAFAH1B2 FP inh, pPAFAH inh, Fam108B inh, GLD-1 RNA inh
61) Cc1cc(C)n(/N=C/c2ccccc2O)c(=O)c1
  9, 2, 7, 0.1, 1, 2, 3, 2, -2
62) COc1ccc(-c2nnn(CC(=O)N(Cc3cccs3)C(C)C(=O)NCCC(C)C)n2)cc1OC (configuration not stated)
  2, 1, 4, -1.2, 2, 3, -3, -7, 1
63) CN1CCC(NC(=O)CCc2ccccc2)CC1
  4, -1, 5, 1.1, 5, 4, -3, 2, 1
64) Cc1ccc2nsnc2c1S(=O)(=O)N1CCN(CCc2ccccc2)CC1
  -5, -2, -4, -0.3, 2, 5, 5, 1, 4

Source: PubChem
